# Screening data as filed in PubChem BioAssay.
# Pol beta inh = blocks human DNA polymerase beta activity; P06746; Pol beta primer extension/strand displacement, fluorescence kinetic; Potency, µM (top dose mostly 114 µM), inactives show at the highest dose activity change, negative = inhibition, actives largely listed as inhibitors; actives 1.3% (n = 340,000); AID 485314; also: % is scaled to controls: 0 for no effect and ±100 for the full control effect
#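 10 nM enzyme + cpd, 15 min RT; start with substrate 50 nM final; read 0 min and after 10 min RT. Corrected, normalized data; 4-parameter Hill curve fit.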
# Pol iota inh = inhibitors of human DNA polymerase iota; Potency, µM (top dose mostly 115 µM), inactives show at the top dose activity, negative = inhibition, hits mostly inhibitors; actives 1% (n = 390,000); Pol iota fluorescent replication assay, 10 min; AID 588590
#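 Fluorescent replication assay read twice, at 0 min and 10 min after adding 50 nM (final) substrate. Enzyme (10 nM) and compounds were first incubated 15 min at room temperature; enzyme-free buffer wells were negative controls.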
# BLM inh = Bloom syndrome helicase (human) inhibition. P54132. recombinant BLM DNA unwinding, fluorescence dequenching. Potency, µM (doses to about 56.1 µM), for the others: top-dose activity change, negative = inhibition, usual class: inhibitors. actives 0.2% (n = 350,000). AID 2528;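 also: plate controls were vehicle for no effect and no enzyme for full effect; nearly all actives have a fitted effect of over 35% in size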
# JMJD2A Tudor inh = blocks the human JMJD2A Tudor domain; actives 4.4% (n = 390,000); O75164; AlphaScreen JMJD2A-Tudor / H3K4me3 peptide binding; Potency, µM (titrated, usually from 114 µM), for the others: at the highest dose activity change, negative = inhibition, hits mostly inhibitors; also: % is scaled to controls: 0 for no effect and ±100 for the full control effect; nearly all actives have a fitted effect of over 50% in size
# POLH inh = DNA polymerase eta (human) inhibition; Potency, µM (highest dose often 114 µM), for the others: at the highest dose activity change, negative = inhibition, actives largely listed as inhibitors; actives 1.2% (n = 390,000); Q9Y253; AID 588591; recombinant Pol eta, fluorescent DNA replication assay; also: % is scaled to controls: 0 for no effect and ±100 for the full control effect
#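 Pol eta (10 nM) was preincubated with compounds for 15 min at room temperature, after which fluorescent replication substrate (50 nM final) was added to start the reaction. Fluorescence was read kinetically at 0 and 10 min.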
# APEX1 inh = inhibitors of human APE1 endonuclease. actives 0.35% (n = 350,000). Potency, µM (top dose mostly 65.8 µM), for the others: at the top dose activity change, negative = inhibition, actives largely listed as inhibitors. recombinant APE1, TAMRA/BHQ-2 abasic DNA cleavage fluorescence;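 also: plate controls were vehicle for no effect and reference inhibitor for full effect; nearly all actives have a fitted effect of over 55% in size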
# Target sequence (P27695 whole entry, looked up): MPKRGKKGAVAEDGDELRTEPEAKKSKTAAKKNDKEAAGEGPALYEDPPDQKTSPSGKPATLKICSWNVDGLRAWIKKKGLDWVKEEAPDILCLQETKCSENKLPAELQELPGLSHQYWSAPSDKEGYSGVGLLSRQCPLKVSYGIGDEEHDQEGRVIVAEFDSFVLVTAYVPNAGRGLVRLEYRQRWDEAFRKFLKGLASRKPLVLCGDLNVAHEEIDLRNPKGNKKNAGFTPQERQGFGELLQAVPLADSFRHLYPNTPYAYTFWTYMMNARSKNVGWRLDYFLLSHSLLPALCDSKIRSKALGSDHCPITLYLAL
#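 Kinetic fluorescence read (525 ex/598 em nm, three reads 60 s apart) of AP-site incision; signal = third minus first read. Enzyme 0.75 nM, dual-labelled THF duplex 50 nM, compound preincubation 15 min RT.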
# POLK inh = blocks human DNA polymerase kappa activity. purified Pol kappa, fluorescent DNA synthesis assay, 10 min. actives 0.53% (n = 400,000). Potency, µM (doses to about 107 µM), without a hit: at the highest dose activity, negative = inhibition, usual class: inhibitors. Q9UBT6; also: % is scaled to controls: 0 for no effect and ±100 for the full control effect
#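 Enzyme at 10 nM met test compounds for 15 min at room temperature. Substrate addition (50 nM final) began the reaction, which was monitored by fluorescence at 0 and 10 min.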
# G9a inh = blocks human histone lysine methyltransferase G9a. AID 504332. G9a H3K9 monomethylation, AlphaScreen, 2 h. actives 8.8% (n = 350,000). Potency, µM (top dose mostly 102 µM), for the others: at the highest dose activity, negative = inhibition, usual class: inhibitors; also: % is scaled to controls: 0 for no effect and ±100 for the full control effect; nearly all actives have a fitted effect of over 75% in size
# Target sequence (Q96KQ7 913-1193 limits assumed): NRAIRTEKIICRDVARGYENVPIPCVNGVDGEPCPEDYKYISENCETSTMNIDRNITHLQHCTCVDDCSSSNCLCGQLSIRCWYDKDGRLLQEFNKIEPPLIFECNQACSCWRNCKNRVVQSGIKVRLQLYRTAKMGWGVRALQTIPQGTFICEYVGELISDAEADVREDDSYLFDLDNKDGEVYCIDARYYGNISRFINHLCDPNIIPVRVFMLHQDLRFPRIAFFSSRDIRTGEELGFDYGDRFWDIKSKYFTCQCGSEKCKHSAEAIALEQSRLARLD
#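 Methyltransferase reactions run at room temperature for 2 h (20 nM enzyme, 500 nM biotin-H3K9 peptide, 20 uM SAM) after a 15 min compound preincubation; product detected by AlphaScreen beads and anti-H3K9me1 antibody.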
# BAZ2B block = blocks human BAZ2B. Q9UIF8. Potency, µM (doses to about 114 µM), for inactives: at the top dose activity change, negative = inhibition, most hits filed as inhibitors. AlphaScreen BAZ2B-H3K14Ac peptide displacement. actives 4.4% (n = 360,000); also: % is scaled to controls: 0 for no effect and ±100 for the full control effect; nearly all actives have a fitted effect of over 60% in size
#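 In this displacement format the biotinylated H3(5-23) peptide acetylated at Lys14 serves as ligand at 50 nM, with BAZ2B at 50 nM in PBS pH 7.4 containing 0.01% Tween-20. Donor and acceptor beads are 10 ug/mL final.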
# * = called active by the depositor; ? = inconclusive; . = not tested or not shown; [ ] = remark or other dose. Calls follow the shape of the dose curve; as a rule, active = well fitted curve in the direction sought with a large enough effect; inconclusive = small, poorly fitted or top-dose-only effect, or another doubt; inactive = no such curve, though single readings can be large; an effect the other way counts as inactive or inconclusive. Potency is read from the fitted curve at half-maximal effect. This is a subset; count on the stated rates, not on these rows.
SMILES,Pol beta inh,Pol iota inh,BLM inh,JMJD2A Tudor inh,POLH inh,APEX1 inh,POLK inh,G9a inh,BAZ2B block
COc1ccc2c(c1OC)C(C1c3c(cc4c(c3OC)OCO4)CCN1C)OC2=O (stereo not given),20%,17%,-4%,-10%,7%,24%,-20%,?,15%
Cc1c(NC(=O)c2cc3ccccc3oc2=O)c(=O)n(-c2ccccc2)n1C,23%,15%,-2%,-4%,4%,12%,5%,25µM*,-1%
COc1ccccc1-c1c(C(F)(F)F)oc2cc(OC(=O)c3cccc([N+](=O)[O-])c3C)ccc2c1=O,0%,19%,-2%,-21%,-17%,-6%,-1%,-16%,-1%
O=C(NCc1ccccc1OC(F)(F)F)C1CCC(=O)N(Cc2ccccn2)C1 (stereo not given),20%,34%[activator],0%,?,-12%,21%,3%,-3%,3%
COc1ccc(S(=O)(=O)NCCC(=O)NCc2cccs2)cc1,10%,8%,-22%,-11%,-7%,4%,8%,9%[59 µM],-5%
O=C(CSc1nc2ccccc2n1CC(=O)N1CCCC1)Nc1nccs1,-12%,26%,1%,-14%,-14%,-4%,5%,?,0%
Cc1cccc(-c2noc(CCCC(=O)NCc3ccco3)n2)c1,-15%,-5%,2%,-20%,0%,.,5%,-4%[59 µM],-25%
C=Cc1ccc(Cn2c(C(=O)O)c(CNC3CCCCC3)c3ccc(OC)cc32)cc1,35µM*,?,1%,-33%,?,.,-22%,-30%[59 µM],?
C=CCn1c(SCc2ccccc2C#N)nnc1-c1ccccc1O,22%,14%,-4%,-17%,3%,6%,-2%,6%[0.0925 µM],-8%
CCNc1nc2nonc2nc1NCC,4%,23%,-1%,-6%,-4%,0%,-13%,2%,5%
CCOC(=O)C1CCN(C(=O)c2cnn3c(C)cc(C)nc23)CC1,29%,11%,-3%,-10%,?,0%,3%,10%,7%
O=C(Cn1nc(C(F)(F)F)c2c1CCC2)Nc1ccc(Cl)cc1,-1%,-14%,-5%,1%,-6%,.,-17%,-3%[59 µM],1%
O=C(CN1C(=O)C2C3CCC(C3)C2C1=O)OCC(=O)c1cccc([N+](=O)[O-])c1 (stereo not given),36%,38%[activator],6%,-15%,-9%,14%,-7%,-1%[59 µM],7%
COc1ccc(N2CCN(C(=O)C3CCN(S(=O)(=O)c4cn(C)cn4)CC3)CC2)cc1,0%,-11%,-5%,-8%,12%,.,-6%[60.1 µM],-18%[12.7 µM],-16%
O=C1CC(C(=O)Nc2ccc(C(=O)O)cc2)C(c2ccccc2)O1 (stereo not given),21%,0%,3%,-14%,-6%,?,-7%,?,4%
Cn1ccnc1SCc1ccc([N+](=O)[O-])cc1,13%,14%,3%,-10%,-7%,12%,-5%,-33%[59 µM],-2%
CC(=O)c1ccc(N2CCN(C(=O)c3cc(-c4ccncc4)nc4ccc(Cl)cc34)CC2)cc1,23%,22%,-6%,-21%,-3%,-1%,-14%,9%[12.7 µM],-26%
Cc1cccc(/C=C/C(=O)c2cc(Br)ccc(=O)c2O)c1,?,0.89µM*,-17%,?,32µM*,-12%,?,?,45µM*
CCCCCCCCCCCCS[C@H]1CS(=O)(=O)C[C@@H]1O,-17%,2%,-17%,-22%,-23%,-11%,14%,37%[59 µM],1%
Cc1ccc(-n2cc(-c3ccccc3)c3c(N4CCOCC4)ncnc32)cc1,0%,65%[activator],-12%,?,-8%,3%,-7%,?,?
O=C(CCN1CCCCC1)N/N=C/c1ccc(Br)cc1,-1%,-19%,-10%,8%,-18%,0%,6%,-2%[59 µM],3%
COc1ccc(NC(=O)CN2CCC(C(N)=O)(N3CCCCC3)CC2)c(OC)c1,-5%,113%[activator],0%,-12%,?,-1%,3%,-1%,-2%
Cc1cc(C(=O)C(C)Cl)c(C)n1Cc1ccco1 (stereo not given),?,16µM*,-18%,50µM*,71µM*,?,?,?,?
COc1ccccc1C(=O)C1CCCN(C(=O)c2ccccc2C(C)=O)C1 (stereo not given),42%[activator],-13%,2%,-8%,-9%,12%,7%,-9%[12.7 µM],0%
Cc1nc(NC(=O)COC(=O)[C@@H](NC(=O)c2ccco2)C(C)C)c(Cl)cc1Cl,.,-21%,.,-15%,-8%,-2%,-5%,.,.

# (list continues)
SMILES,Pol beta inh,Pol iota inh,BLM inh,JMJD2A Tudor inh,POLH inh,APEX1 inh,POLK inh,G9a inh,BAZ2B block
O=C(NCC1OCCc2ccccc21)c1cc(COc2c(F)cccc2F)on1 (stereo not given),2%,6%,-13%,13%,-8%,?,1%,59%[activator],10%
CCOC(=O)c1nn(-c2ccc(Cl)cc2)c2nnc(Cc3ccccc3)c(=O)n12,-13%,19%,0%,-9%,-2%,4%,-1%,8%[59 µM],1%
N=c1c(C(=O)NCCc2ccccc2)cc2c(=O)n3ccccc3nc2n1Cc1ccco1,-23%,?,3%,-18%,3%,-8%,-8%,8%,2%
COc1ccc(NC(=O)Cn2c(=O)nc(-c3ccccc3)c3ccccc32)cc1OC,21%,-2%,-14%,-21%,-11%,.,-7%[60.1 µM],25%[59 µM],-5%
COc1ccccc1-c1nc(COc2ccc(Cl)cc2Cl)no1,78%,154%[activator],-11%,96%[activator],-20%,-7%,4%,354%[activator],94%[activator]
CC(OC(=O)c1cc2sccc2n1C)C(=O)NCc1cccs1 (stereo not given),3%,30%[activator],-4%,-7%,-1%,4%,0%,2%[12.7 µM],9%
O=C(c1csnn1)N1CCC2(CCCN(Cc3ccccc3)C2)CC1,.,.,5%,.,.,5%,-5%[60.1 µM],7%[12.7 µM],.
CC(C)NC(=O)COC(=O)c1ccccc1CSC1=NCCS1,22%,26%,1%,-5%,5%,10%,-2%,-7%,8%
O=C(Cn1cnc2cc([N+](=O)[O-])ccc2c1=O)Nc1ccc(N2CCOCC2)cc1,2%,28%,-10%,-12%,-2%,-2%,-5%,-12%[59 µM],-12%
Cc1ccc(Cl)cc1N1CCN(C(=O)CN2C(=O)COc3ccc(S(=O)(=O)N4CCCCCC4)cc32)CC1,26%,-12%,-2%,-23%,3%,.,6%,-13%[59 µM],-35%
CCOC(=O)CSc1nc2c(sc(=S)n2-c2ccccc2OC)c(=O)n1-c1ccccc1OC,19%,133%[activator],-6%,-16%,-25%,-9%,-8%,-8%,-17%
O=C1NC(=O)C2(CCCC2C(=O)O)N1 (stereo not given),.,-1%,.,-6%,-8%,.,-4%,.,.
CCCCN(CC)C(=O)c1cc2cc3ccc(Cl)cc3nc2o1,8%,-6%,-4%,14%,-19%,49%[activator],-17%,78%[activator],43%[activator]
COc1ccc(NS(=O)(=O)c2ccc(NC(=O)c3ccc(CN4CCOCC4)cc3)cc2)cc1,-29%,2%,-9%,-32%,-9%,9%,0%,?,?
COc1ccc(N2CCN(C(=O)C3CCN(S(=O)(=O)c4ccc(F)cc4)CC3)CC2)cc1,38%,15%,-2%,-28%,-4%,6%,-2%,?,?
Cc1ccc(NC(=O)/C(C#N)=C\c2ccc(Cl)cc2Cl)cc1C,36%,-9%,-10%,-29%,-16%,.,-3%,?,?
COc1ccc(CCC(C)NCCc2ccc(Cl)cc2Cl)cc1 (stereo not given),-23%,-5%,-7%,0%,-26%,-20%,4%,?,6%
COc1cc(OC)c(NC(=O)COc2ccccc2-c2nnc(-c3ccccc3)o2)cc1Cl,9%,8%,3%,-16%,-11%,.,2%,27%[59 µM],-9%
Cc1cc(O)c(NC(=O)c2cc([N+](=O)[O-])ccc2Cl)cc1C,?,-12%,-8%,?,-8%,10%,-5%,.,?
CN1C(=S)SC(/[N+]([O-])=C\c2ccccc2)C1(C)C (stereo not given),-12%,7%,0%,7%,-2%,12%,-3%,13%[59 µM],9%
O=S(=O)(NCCSc1ccc(Cl)cc1)c1ccc(F)cc1,-8%,14%,-8%,41%[activator],-7%,-8%,-10%,31%[59 µM],50%[activator]
O=C(Cn1c(=O)c2ccccc2n(CC(=O)N2CCCCC2)c1=O)N1CCCCC1,-4%,35%[activator],3%,3%,-25%,12%,0%,.,-7%
CCN(CC)S(=O)(=O)c1ccc(C)c(NC(=O)Cc2ccc(S(=O)(=O)N3CCOCC3)s2)c1,4%,-4%,-3%,-21%,-22%,7%,-5%,24%,-15%
O=C(Cn1c(C(F)(F)F)nc2ccccc21)Nc1ccccc1N1CCOCC1,41%,1%,-2%,12%,-25%,2%,-14%,?,9%
COc1ccc(N=C2SCC(c3ccc(C)cc3)=NN2CCO)cc1,2%,61%[activator],-12%,-34%,-12%,-6%,-3%,50µM*,?

# Retrieved by compound from above:
SMILES,Pol beta inh,Pol iota inh,BLM inh,JMJD2A Tudor inh,POLH inh,APEX1 inh,POLK inh,G9a inh,BAZ2B block
Cc1ccc(NC(=O)/C(C#N)=C\c2ccc(Cl)cc2Cl)cc1C,36%,-9%,-10%,-29%,-16%,.,-3%,?,?
CCCCN(CC)C(=O)c1cc2cc3ccc(Cl)cc3nc2o1,8%,-6%,-4%,14%,-19%,49%[activator],-17%,78%[activator],43%[activator]

# The listing continues.
SMILES,Pol beta inh,Pol iota inh,BLM inh,JMJD2A Tudor inh,POLH inh,APEX1 inh,POLK inh,G9a inh,BAZ2B block
CS(=O)(=O)N(CCc1ccccc1)CC(=O)N1CCc2ccccc2C1,2%,8%,-5%,-7%,-6%,-3%,-24%,1%[12.7 µM],5%
O=C(C1CCCCC1)N1CCN=C1SCc1cccnc1,20%,-15%,3%,-21%,-6%,-8%,-11%,6%,6%
O=C(Cc1ccccc1)NCC(=O)OCC(=O)c1cccs1,0%,-18%,1%,2%,4%,-1%,-3%[60.1 µM],.,9%
CCOc1ccc(S(=O)(=O)NCC(=O)OCc2nnc(-c3ccccc3)o2)cc1,.,-3%,.,0%,-7%,20%,-12%,9%[2.33 µM],2%
O=C(/C=C/c1ccccc1)NC(=S)Nc1ccccc1,8%,-1%,-9%,-8%,-8%,8%,-9%,-4%[0.501 µM],7%
C/C(=N\O)C(=O)NCCN(C)C,35%,38%[activator],0%,7.9µM*,-3%,3%,2%,?,-9%
COc1cc(C(=O)OCC(=O)NC(=O)c2cccn2C)ccc1OC(F)F,16%,97%[activator],-10%,-21%,-1%,-7%,-1%,2%,-14%

# Copied from the list.
# BAZ2B block, O=C(/C=C/c1ccccc1)NC(=S)Nc1ccccc1 stands at 7%
# BLM inh, COc1cc(C(=O)OCC(=O)NC(=O)c2cccn2C)ccc1OC(F)F stands at -10%
# Pol iota inh, CCOc1ccc(S(=O)(=O)NCC(=O)OCc2nnc(-c3ccccc3)o2)cc1 stands at -3%
# G9a inh, CS(=O)(=O)N(CCc1ccccc1)CC(=O)N1CCc2ccccc2C1 stands at 1%[12.7 µM]
